ROCK2 blocker: blocks human Rho kinase 2 activity; O75116; purified ROCK2, Kinase-Glo ATP depletion luminescence; inhibition, % at 6 µM; actives 0.35% (n = 60,000);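 active = inhibition above the screen-wide mean inhibition plus 3 SD, cut at about 18% in these data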;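 note: plate controls were DMSO wells for no effect and Y-27632 control wells after no-enzyme background subtraction for full effect; many of its hits are not listed in these tables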
Target sequence (O75116 whole entry, looked up): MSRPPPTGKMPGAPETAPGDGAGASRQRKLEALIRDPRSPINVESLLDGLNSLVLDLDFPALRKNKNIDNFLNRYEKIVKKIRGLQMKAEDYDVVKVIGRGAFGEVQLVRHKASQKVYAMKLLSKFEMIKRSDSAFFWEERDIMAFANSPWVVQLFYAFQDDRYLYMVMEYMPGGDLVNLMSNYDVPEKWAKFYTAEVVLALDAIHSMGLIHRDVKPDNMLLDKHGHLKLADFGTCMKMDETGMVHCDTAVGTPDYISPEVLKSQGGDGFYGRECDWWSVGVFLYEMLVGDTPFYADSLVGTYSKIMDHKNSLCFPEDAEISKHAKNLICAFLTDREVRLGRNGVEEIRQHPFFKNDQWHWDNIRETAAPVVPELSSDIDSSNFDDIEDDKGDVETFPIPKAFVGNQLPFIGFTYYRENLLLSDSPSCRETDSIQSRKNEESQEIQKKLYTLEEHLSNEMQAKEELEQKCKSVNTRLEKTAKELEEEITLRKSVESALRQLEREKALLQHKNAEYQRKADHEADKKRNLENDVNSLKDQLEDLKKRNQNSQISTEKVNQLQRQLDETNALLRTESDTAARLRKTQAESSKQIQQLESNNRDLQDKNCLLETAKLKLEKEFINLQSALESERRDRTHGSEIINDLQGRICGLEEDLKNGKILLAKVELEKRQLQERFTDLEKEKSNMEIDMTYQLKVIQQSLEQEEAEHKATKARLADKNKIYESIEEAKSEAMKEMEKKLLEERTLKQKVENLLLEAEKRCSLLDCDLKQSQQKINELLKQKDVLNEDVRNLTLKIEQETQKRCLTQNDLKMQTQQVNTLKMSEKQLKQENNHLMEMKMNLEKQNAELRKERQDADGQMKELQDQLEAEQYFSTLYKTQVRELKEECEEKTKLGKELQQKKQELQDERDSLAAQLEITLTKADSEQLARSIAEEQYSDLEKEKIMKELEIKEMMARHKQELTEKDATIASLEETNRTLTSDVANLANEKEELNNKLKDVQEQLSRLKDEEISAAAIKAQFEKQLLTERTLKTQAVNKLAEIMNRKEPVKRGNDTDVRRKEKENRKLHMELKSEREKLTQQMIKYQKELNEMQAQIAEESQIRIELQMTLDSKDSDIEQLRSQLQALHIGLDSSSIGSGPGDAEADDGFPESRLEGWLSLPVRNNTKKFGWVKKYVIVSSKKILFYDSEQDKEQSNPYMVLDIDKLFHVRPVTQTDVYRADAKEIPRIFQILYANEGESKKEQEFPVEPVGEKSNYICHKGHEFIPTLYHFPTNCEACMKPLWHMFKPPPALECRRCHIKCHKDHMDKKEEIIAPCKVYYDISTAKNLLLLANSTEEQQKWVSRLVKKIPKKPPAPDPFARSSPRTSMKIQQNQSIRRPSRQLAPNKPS
PKA inh: PKA (human) kinase inhibition; P17612; AID 524; PKA Kemptide phosphorylation, Kinase-Glo ATP luminescence; inhibition, % at 6 µM; actives 0.1% (n = 65,000);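 active = inhibition above the screen-wide mean inhibition plus 3 SD, cut at about 21% in these data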; note: many of its hits are not listed in these tables
HEK293 NFkB inh: inhibitors of the PMA/ionomycin-induced NF-kB reporter in HEK293 cells; HEK-293 NF-kB luciferase reporter, luminescence; inhibition, % at 3 µM; actives 0.21% (n = 62,000);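 active = inhibition above the mean of all tested compounds plus 3 SD, cut at about 40% in these data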;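 note: 0% = stimulated DMSO wells and 100% = 10 µM reference inhibitor 5653914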
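Reagent: PMA plus ionomycin mix as NF-kB-activating stimulus. Assay system: NF-kB luciferase reporter HEK-293 cells. Technique: luminescence from luciferase substrate reagent. Incubation: 1 h compound pre-incubation, 16 h PMA/ionomycin at 37 °C. Benchmarks: DMSO only as uninhibited control, 10 µM reference inhibitor as full inhibition. Repeats: tested once.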
A340 absorber: compound absorbs light at 340 nm | compound absorbance at 340 nm, fold over control | fold change at 10 µM | 65,000 tested, under 10 active | AID 708;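 active = at 10 µM dose, initial 340 nm absorbance at least 2 fold that of control wells; inactive = change under 2 fold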;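 note: initial absorbance extrapolated from kinetic A340 decline of NADH oxidation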
NADH enzymes: inhibitors of enzymes used to reach an NAD/NADH endpoint. coupled PK/LDH NADH assays, four targets. IC50, µM (highest dose often 10 µM), for the others: at the highest dose inhibition. actives 0.02% (n = 65,000). AID 774;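 active = single-dose screening hits from any of four coupled enzyme assays that gave an IC50 when retested across doses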;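 note: the DPM-DC format reads NADH fluorescence rather than 340 nm absorbance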
Autofluor 339: intrinsic fluorescence of library compounds, ex339/em460 – biochemical, MLSMR library, data from DPM-DC assay, artefact control, profiling panel. compound autofluorescence, ex339/em460 nm, NADH buffer; stronger effect = higher value; 1 = no-compound wells, NADH background. fluorescence fold increase at 10 µM. actives 5.5% (n = 65,000);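 active = at 10 µM, mean starting fluorescence two-fold or more over control wells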;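 note: signal is the first read of a kinetic run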
Ecoli tolC: growth inhibitors of E. coli BW25113 tolC mutant | OD615 | growth inhibition, % at 10 µM (by protocol) | actives 2.2% (n = 65,000) | AID 573;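 active = growth inhibition at or above a cutoff equal to the mean over every tested compound plus 3 SD, cut at about 60% in these data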;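 note: growth measured after 20 h incubation at 37 °C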
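Test system: E. coli BW25113 ΔtolC::kan bacteria; incubation: 37 °C, 20 h exposure; medium: LB broth supplemented with 50 µg/mL kanamycin; read-out basis: percent growth inhibition; signal: A615 absorbance measurement; compound: 10 µM final, single dose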
JNK3 blocker: JNK3 (human) kinase inhibition; purified JNK3 kinase activity, HTS; inhibition, % at 8 µM; actives 0.61% (n = 60,000); AID 746; in the data active = inhibition above about 17%;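 note: 0% = DMSO and 100% = reference inhibitor; many of its hits are not listed in these tables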
MMP-13 inhibitor: inhibitors of human MMP13 | P45452 | MMP-13 fTHP FRET cleavage, Mca fluorescence | inhibition, % at 4 µM | actives 0.07% (n = 65,000) | AID 570;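 active = inhibition above the mean of compound-free control plate wells plus 3 SD, cut at about 14% in these data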;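 note: 0% = DMSO wells and 100% = wells with reference MMP-13 inhibitor after basal subtraction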
Starred values were filed as active, the others as inactive; i = inactive; . = no result given; [ ] = remark or other dose. These rows are one share of the data; the hit share may differ from the screen's.

Compound	ROCK2 blocker	PKA inh	HEK293 NFkB inh	A340 absorber	NADH enzymes	Autofluor 339	Ecoli tolC	JNK3 blocker	MMP-13 inhibitor
CCOC(=O)CN(C(=O)CSc1nnc(CNc2ccc(C)cc2C)o1)c1ccccc1	.	9	14	0.94	3%	1.1	16	.	5
CCOC(=O)Nc1ccc2c(c1)N(C(=O)OC)c1ccccc1CC2	8	4	17	1.1	1%	1.1	28	8	-9
COC(=O)C(C(=O)Nc1ccccc1C)C1CCCC1 (stereo unspecified)	7	6	12	1	0%	1.1	-9	-1	-9
CC1C2CC(CC1(C)C)N(C(=O)Nc1ccc3nccnc3c1)C2 (stereo unspecified)	0	6	12	1.1	2%[fluoresces]	2.2*	8	-1	-26
Cc1noc(C)c1COC(=O)c1cc2c(C)nn(-c3ccc(F)cc3)c2s1	1	1	9	1	8%	1.3	-22	-3	2
Cc1nc2cc(N3CCN(C)CC3)c(NC(=O)Cc3ccccc3)cc2c(=O)n1Cc1ccccc1	-6	-2	21	1	8%	1.3	17	-6	-5
CCn1c(SCC(=O)Nc2nc(-c3ccccc3)cs2)nnc1-c1ccccc1O	0	4	13	1	8%	1.1	86*	-4	4
COc1ccc(CC(=O)c2ccccc2C(=O)O)cc1	0	4	20	1	4%	1.2	-8	-2	1
CCc1ccc(NC(=O)Cn2c(SC)nc3ccccc32)cc1	2	7	13	0.96	6%	1.1	37	1	-2
Cc1nn(C)c(C)c1CN(C)C(=O)c1cc2n(n1)C(C(F)(F)F)CC(c1cccs1)N2 (stereo unspecified)	-3	1	21	1	6%	1.1	34	-7	4
CN(c1ccc(C(=O)NCc2ccc3c(c2)OCO3)cc1)S(C)(=O)=O	2	-4	21	0.99	7%	1.1	5	-5	5
CCC1CC2(C)NC(=O)c3c(sc4c3CC(C)(C)OC4)N2C1=O (stereo unspecified)	5	2	.	1	4%[fluoresces]	2.3*	0	-2	-48
O=C(NCCC1=CCCCC1)N[C@@H](Cc1ccccc1)C(=O)O	4	2	12	0.98	6%	1.1	-2	7	0
COc1ccc(C(=O)CSc2nnc(CNc3nc(-c4ccccc4)cs3)n2C)cc1	6	-2	-5	0.99	4%	1.1	1	-3	3
CC(C)OP(=O)(c1ccc(N(C)C)cc1)C(O)c1c(Cl)cccc1Cl (stereo unspecified)	2	-2	4	1	5%	1.1	19	-3	0
c1cncc(-c2nc3ccccc3o2)c1	5	12	4	0.99	3%	1.2	0	1	-13
CCOC(=O)C1CCN(S(=O)(=O)c2cnc[nH]2)CC1	2	4	6	0.97	6%	1.1	-28	1	1
Cc1nc(C)c2c(c1C(F)(F)F)-c1ccccc1C2(F)F	2	4	25	0.98	2%	1	-15	2	-4
Cc1cc(C)cc(OCC(=O)N(Cc2cccs2)C2CCS(=O)(=O)C2)c1 (stereo unspecified)	12	7	22	1	9%	1.1	2	-1	0
Cc1ccc(-n2nnc3c(SCC(=O)N4CCN(c5ccccc5)CC4)ncnc32)cc1	.	11	19	1.1	2%	1.2	-2	.	13
O=c1c(F)cn(C2CCCO2)c(=O)n1Cc1ccccc1Cl (stereo unspecified)	-7	4	.	1.1	4%	1.1	7	1	1
CCCCOC(=O)CSc1nnc(-c2cc(OC)c(OC)c(OC)c2)o1	7	11	21	0.98	5%	1	17	0	0
Cc1noc(C)c1C(=O)Nc1sc2c(c1C(N)=O)CCCCC2	1	4	7	1.1	6%	1.2	19	-2	0
CCOC(=O)c1[nH]c(C)c(C(=O)N2CCN(c3ccc(F)cc3)CC2)c1C	0	-2	10	1	3%	1	4	2	-2
Cc1ccc(CNC(=O)CCS(=O)(=O)c2ccc(Br)s2)o1	2	1	9	1	4%	1.1	8	-1	0
COc1cc2[nH]c(=O)c(C(=O)NCCCN3CCCCC3)c(O)c2cc1OC	3	4	5	1	9%	1.7	-16	2	-84
CCOC(=O)C1CCN(CC(=O)Nc2c(C(=O)OC)[nH]c3cccc(C)c23)CC1	-11	-8	18	1.1	5%	1.4	-14	6	-5
CCN(CC)c1ccc(NC(=O)C2CCCN(S(=O)(=O)c3cnc[nH]3)C2)c(C)c1 (stereo unspecified)	3	-4	16	1	1%	1.1	-5	-10	-1
CCOC(=O)c1c(N)sc(C(=O)N2CCCC(C(N)=O)C2)c1C (stereo unspecified)	4	5	4	1.1	1%	1.1	-6	-3	3
COc1ccc(NC(=O)CSc2c(C)nn(-c3nnc(C)c(=O)[nH]3)c2C)cc1	-4	3	12	1	2%	1	-13	-1	5
O=C(NCc1ccc(F)cc1)C(c1cccs1)N(C(=O)c1csnn1)C1CC1 (stereo unspecified)	-6	-1	27	1	6%	1.1	-10	-7	-2
CC(=O)c1ccc(N2CCN(C(=O)c3ccc(NC(=O)C4CCCO4)cc3)CC2)cc1 (stereo unspecified)	.	-1	-9	1.3	6%	1.1	4	.	-1
O=C(c1cc(-c2ccccc2O)on1)N1CCCC1	-2	4	-4	1	1%	1	-9	0	4
CCOC(=O)c1cc(NC(=O)N2CCCCC2)c(C)nc1C	.	12	4	0.99	10%	1.3	-11	.	7
O=C1c2ccccc2C(Nc2ccc(Cl)cn2)N1c1cccnc1 (stereo unspecified)	3	-2	22	1	3%	1.1	6	-2	6
COc1cc2c(cc1OC)-c1cc(NCc3ccccn3)nc(=O)n1CC2	3	9	16	1.2	35%[fluoresces]	3.4*	-14	-3	-32
Cc1c(Cl)cccc1NC(=O)CN1C(=O)CSc2ncccc21	4	9	6	1	5%	1.1	8	0	1
CCN1C(=O)/C(=C/N(C)c2ccccc2)OC1=S	8	10	-1	1	5%	1	9	3	3
CCOC(=O)Cc1csc(NC(=O)CSc2nnc(-c3ccncc3)n2Cc2ccco2)n1	8	-5	18	0.99	3%	0.99	-10	-2	-4
COc1ccc(C(=O)/C=C/Nc2cc(C)on2)cc1	.	.	.	1.3	2%	1.1	2	.	.
O=C1OC(N2CCN(C(=O)c3ccco3)CC2)c2ccccc21 (stereo unspecified)	-1	0	3	1.1	3%	1.1	-31	2	3
CCOc1ccc2[nH]c(=O)c(CN(C(=O)N3CCOCC3)C3CC3)cc2c1	4	5	8	1.1	7%[fluoresces]	3.8*	-9	1	-24
CCOc1ccc(NC(=O)N(CCN2CCOCC2)Cc2ccc3c(c2)CCCN3CC)cc1	6	5	15	0.95	5%	1.1	35	-5	-4
c1ccc2c(c1)NC1(CCCCC1)n1c-2nc2ccccc21	0	1	-1	1.1	6%[fluoresces]	3.7*	-5	-3	i[fluorescence artefact?]
Cc1cc(C(=O)CSc2nnc(-c3ccccc3)n2C)c(C)n1C	0	3	8	1	4%	1	-11	-1	2
CCOC(=O)N1CCC(NS(=O)(=O)c2cc3c(cc2Cl)NC(=O)CO3)CC1	-1	7	16	1	6%	1.1	3	-4	-1
CC1=C(C(=O)Nc2ccccc2)C(c2ccc(C)o2)N2C(=O)CSC2=N1 (stereo unspecified)	0	4	6	1.1	4%	1.1	-9	-10	2
CN(CCc1ccccn1)c1ncnc2[nH]ncc12	4	6	15	0.98	4%	1.1	-26	1	2
N#CCCn1cc(/C=N/O)c(-c2ccc(-c3ccccc3)cc2)n1	2	7	15	1.1	0%	1.1	-2	-5	1
O=c1c2[nH]c3ccccc3c2ncn1CCN1CCOCC1	4	10	9	1	7%	1.1	-22	-2	-1

Next part
Compound	ROCK2 blocker	PKA inh	HEK293 NFkB inh	A340 absorber	NADH enzymes	Autofluor 339	Ecoli tolC	JNK3 blocker	MMP-13 inhibitor
CCC(NC(=O)Nn1cnnc1)(C(F)(F)F)C(F)(F)F	8	2	.	1	3%	1.1	12	-1	2
O=C(COc1ccccc1)N1CCN(C(=O)c2cccc(F)c2)CC1	8	10	18	0.98	3%	1	-8	3	0
O=C(CCCn1ncn2c(cc3occc32)c1=O)N1CCc2ccccc2C1	0	3	-8	1	5%	0.95	16	2	-2
Clc1cccc2sc(N3CCCC3)nc12	5	9	-11	0.98	6%	1.1	4	5	-3
CCc1nc(NC2CCCCC2)c(C#N)c2c1COC(C)(C)C2	1	-6	.	1	4%	1.8	6	-7	-32
COc1cccc(-n2nc(C(=O)O)c3ccccc3c2=O)c1	4	5	3	1	5%	1.1	-4	0	-2
Cc1cc(NC(=O)CSc2nc(-c3ccccc3)cs2)no1	18*	12	7	1.1	1%	1.1	-2	2	5
COc1ccc(C)c2sc(=NC(=O)C(C)C)n(C)c12	2	5	2	1	11%	1.3	-4	5	-3
CCOc1ccc(S(=O)(=O)NCc2ccco2)c2ccccc12	0	-5	2	1	1%	1.1	5	-1	3
Cc1cc(C)c(C#N)c(SCc2ccccc2C(=O)O)n1	-1	-5	7	1	5%	1.4	9	0	-5
CC(C)CCNC(=O)C1CCN(c2nc3ccccc3o2)CC1	-3	1	21	1	7%	1.1	-7	3	0
Nn1c(-c2ccccn2)nnc1-c1ccccn1	-6	0	-3	1	6%	1.1	-14	-12	-3
C=CCNc1oc(-c2cccc3ccccc23)nc1C#N	4	9	2	1	4%[fluoresces]	2.9*	-6	1	i[fluorescence artefact?]
CCCCC(=O)Nc1nn(C)c2nc3c(C)cccc3cc12	6	10	19	1	12%	2.4*	-14	0	0
CCS(=O)(=O)C(=C(Nc1ccc(OC)cc1)Nc1ccc(OC)cc1)S(=O)(=O)CC	.	.	.	1	0%	1	4	.	.
CCOC(=O)CCc1cccc2c1CCC2=O	7	5	6	1	3%	1.2	-12	5	-5
Cc1ccc(C)n1CCN1CCN(C(=O)CSc2nc3ccccc3nc2N2CCOCC2)CC1	3	2	5	1.1	5%	1.1	0	4	-2
CCN(C(=O)COc1cc(=O)n(CC)c2ccccc12)c1cccc(Cl)c1	4	-2	4	1	7%	1.1	26	-1	3
CSc1ccccc1NS(=O)(=O)c1ccc2c(c1)OCCO2	7	13	22	0.98	8%	1.1	17	4	-4
COC(=O)c1ccc(CSc2nc(C)nc3c2c(=O)n(C)c(=O)n3C)o1	2	11	6	1.1	2%	1.1	-4	4	3
Clc1cc(Cl)c(OCc2nc(-c3ccccn3)no2)cc1Cl	5	3	-50	1.1	5%	1.1	-3	0	0
c1ccc2c(c1)NC1(CCCC1)n1c-2nc2ccccc21	0	6	-12	1.1	5%[fluoresces]	5*	25	-2	-434[fluorescence artefact?]
O=C(CCCOc1ccccc1)n1nnc2ccccc21	3	-3	7	1	9%	1.1	-3	-2	-1
CCN1CCc2nc(NC(=O)Cc3ccc4c(c3)OCCO4)sc2C1	.	-4	18	1.1	4%	1.1	8	.	-4
COc1ccccc1-n1c(SCC(=O)NC2CCCCC2)nc2c(c1=O)SCC2	2	8	16	1.1	7%	1.1	12	0	3

Laid out differently: two of the compounds above
Order of results: ROCK2 blocker	PKA inh	HEK293 NFkB inh	A340 absorber	NADH enzymes	Autofluor 339	Ecoli tolC	JNK3 blocker	MMP-13 inhibitor
C=CCNc1oc(-c2cccc3ccccc23)nc1C#N
 : 4	9	2	1	4%[fluoresces]	2.9*	-6	1	i[fluorescence artefact?]
COc1ccc(C)c2sc(=NC(=O)C(C)C)n(C)c12
 : 2	5	2	1	11%	1.3	-4	5	-3

High-throughput results as filed in PubChem BioAssay.
